QS inhibitor = inhibitors of bacterial quorum sensing in S. aureus. AID 527. inhibition, % at 2 µM. S. aureus RN6390 RNAIII-GFP reporter, AIP-induced, flow cytometry 3 h. hit rate 0.3% among 24,000;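 active = share of bacteria positive for the green fluorescent reporter and its mean brightness both inhibited by 50% or more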;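 also: 0% = AIP-stimulated control and 100% = unstimulated bacteria without AIP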
QS inhibitor GFP MFI % = second read-out of QS inhibitor, no call of its own (marks repeat the call); inhibition, %; measured here: inhibition of GFP MFI
* hit, by the source's call.

SMILES	QS inhibitor	QS inhibitor GFP MFI %
Cc1c(NC(=O)C(C)OC(=O)C(NC(=O)c2ccco2)C(C)C)c(=O)n(-c2ccccc2)n1C (stereo unspecified)	0.6	-4.5
CCOc1ccc(C(=O)OCc2nnc(-c3cccs3)o2)cc1OC	17.7	33.0
COc1ccc2cc3cc(C(=O)NCCc4ccc(OC)c(OC)c4)oc3nc2c1	0.0	3.3
Cc1c2cnn(CC(=O)N3CCN(c4ncccn4)CC3)c(=O)c2c(C)n1Cc1ccc(F)cc1	-2.7	-2.3
CCOC(=O)C1CCCN(C(=O)c2sc3nc(C)nc(N4CCOCC4)c3c2C)C1 (stereo unspecified)	1.8	51.0
Nc1nc(C2CC2)c(Sc2sc(N)nc2C2CC2)s1	0.3	20.8
CCOc1ccc(C(=O)CN2CCN(S(=O)(=O)c3ccc(Br)cc3)CC2)cc1	-1.6	2.0
O=C1CCc2cc(S(=O)(=O)NC(C(=O)NCc3cccnc3)c3ccccc3)ccc2N1 (stereo unspecified)	-3.1	-7.8
CCn1cc(C(=O)N2CCCCC2)c(=O)c2cc(S(=O)(=O)N3CCC(C)CC3)ccc21	-4.6	-7.1
CCc1nn(CC(=O)NCCCN(CC)Cc2ccccc2)c(=O)c2cc3sccc3n12	-1.7	-1.7
CCCOC(=O)C1C2C=CC3(CN(c4cccc(Cl)c4)C(=O)C13)O2 (stereo unspecified)	-1.2	-1.7
COc1ccc(OC)c(NC(=O)CSc2nnc(Cn3c(=O)sc4ccccc43)n2C)c1	-0.1	-19.6
Cc1cc(=O)oc(C)c1C(=O)NCCCN1C(C)CCCC1C (stereo unspecified)	0.4	7.8
COc1ccc(-c2ccc(-c3noc(-c4ccccc4OC)n3)c(OC)n2)cc1	17.0	28.0
O=C1CCCc2c1cc(C(=O)NCc1ccco1)c(=O)n2-c1ccc(Cl)cc1	0.6	-1.0
CCCCn1c(SCc2cccnc2)nc2c1c(=O)n(C)c(=O)n2C	0.1	-0.6
Cn1c(NC(=O)C2c3ccccc3Oc3ccccc32)cc(=O)n(C)c1=O	-1.0	-1.0
CCOc1ccc2[nH]c(=O)c(C(c3nnnn3CC3CCCO3)N3CCc4ccccc4C3)cc2c1 (stereo unspecified)	-0.2	1.7
Cc1cc(NC(=O)c2ccccc2)ncc1NC(=O)c1ccco1	-0.5	-5.7
CC(C)c1ccc(NC(=O)C(c2ccccc2)N2CCOCC2)cc1 (stereo unspecified)	1.9	27.5

Sorted by formula weight (descending): 3 of the compounds above.
SMILES	QS inhibitor	QS inhibitor GFP MFI %
Cc1c(NC(=O)C(C)OC(=O)C(NC(=O)c2ccco2)C(C)C)c(=O)n(-c2ccccc2)n1C (stereo unspecified)	0.6	-4.5
CCn1cc(C(=O)N2CCCCC2)c(=O)c2cc(S(=O)(=O)N3CCC(C)CC3)ccc21	-4.6	-7.1
CCOC(=O)C1CCCN(C(=O)c2sc3nc(C)nc(N4CCOCC4)c3c2C)C1 (stereo unspecified)	1.8	51.0

Record cards, as listed above. Screens in order: QS inhibitor | QS inhibitor GFP MFI %
CCOC(=O)C1CCCN(C(=O)c2sc3nc(C)nc(N4CCOCC4)c3c2C)C1 (stereo unspecified) reads 1.8 | 51.0
O=C1CCc2cc(S(=O)(=O)NC(C(=O)NCc3cccnc3)c3ccccc3)ccc2N1 (stereo unspecified) reads -3.1 | -7.8
CCOc1ccc2[nH]c(=O)c(C(c3nnnn3CC3CCCO3)N3CCc4ccccc4C3)cc2c1 (stereo unspecified) reads -0.2 | 1.7

(listing goes on)
SMILES	QS inhibitor	QS inhibitor GFP MFI %
CC1(C)Cc2noc(N)c2C(C)(C)N1OC(=O)c1ccco1	-0.3	-1.0
COc1ccccc1NC(=O)CSc1nnc(CC(=O)Nc2ccccc2)n1C	-0.8	-9.7
CC(C)NC(=O)C1CCN(C(=O)N(C)C)CC1	-0.8	-0.1
CCN(CC)CCCNc1oc(-c2cccc(Cl)c2)nc1C#N	-1.8	-6.1
COc1ccc(C2CC(c3ccc(Cl)c(Cl)c3)Nc3nc(N)nn32)cc1 (stereo unspecified)	7.0	27.2
CCCC(=O)n1nc(-c2ccc(OC)cc2)nc1N	0.5	19.1
Cc1ccc(NC(=O)CN(C)S(=O)(=O)c2cccc3nsnc23)cc1	-9.2	-15.9
CCCS(=O)(=O)N1CCCC(C(=O)NCCN2CCC(Cc3ccccc3)CC2)C1 (stereo unspecified)	1.5	4.6
CSc1nc(N2CCOCC2)c2ccccc2n1	-1.8	-0.6
COc1ccc(S(=O)(=O)N2CCOCC2)cc1C(=O)Nc1cc(C)on1	0.1	-7.6
Cc1nn(-c2ccc(C(=O)O)cc2)c(N)c1-c1ccccc1	1.0	-4.7
Cc1cncn1CCc1nc2c3ccccc3nc(=S)n2[nH]1	-0.6	-2.6
CCOC(=O)N1CCN(c2ccc(C(=O)c3cccc(F)c3)cc2)CC1	4.0	20.3
CCOC(=O)N1CCN(C(=O)Cn2ncc3ccccc32)CC1	19.9	31.0
O=C(CCN1CCOCC1)Nc1ccc2c(c1)CCC2	0.3	25.0
O=C1CC(c2cccnc2)c2cc3c(cc2N1)OCO3 (stereo unspecified)	-0.7	1.3
Cc1ccccc1NC(=O)c1cnc2ccccn2c1=O	9.3	25.3
CCC(=O)N1CCc2cc(S(=O)(=O)NCCCN(CC)Cc3ccccc3)ccc21	10.8	23.4
COc1ccc(-c2cc(CCCC(=O)NCc3ccccn3)no2)cc1	-0.5	-22.0
CCC(=O)NC(c1ccccc1)c1nc2ccccc2[nH]1 (stereo unspecified)	-3.2	-9.1
Cn1c(=O)oc2cc(S(=O)(=O)NCCC(=O)N3CC=C(c4ccccc4)CC3)ccc21	0.3	8.4
Cc1oc(-c2ccc(Cl)cc2)nc1CSCC(=O)NCCCN1CCOCC1	4.7	17.6
O=C(Cn1cc2c(n1)CCCCC2)NCc1ccccc1	-0.9	2.7
Cc1noc(/C=C/c2ccco2)c1S(=O)(=O)N1CCC(C(=O)NCc2ccco2)CC1	-1.8	-6.4
COC(=O)CCc1c(C)c(C#N)c2nc3ccccc3n2c1N1CCCC1	-0.2	3.3
COc1ccccc1C(=O)N(CN1CCCC1=O)c1cccc(Cl)c1	-1.5	-43.1
CCOC(=O)N1CCN(C(=O)CN(c2ccc(C)cc2)S(=O)(=O)c2c(C)noc2C)CC1	6.0	5.0
NC(=O)CCCCC(=O)OCCCc1cccs1	2.9	11.8
CC12CCCCC1c1ccccc1C(=NCC(=O)O)N2 (stereo unspecified)	-4.5	-13.8
CC(=O)NCCn1c(SCc2ccccc2F)nc2ccccc2c1=O	-6.0	-17.8
COc1ccc(NC(=O)C2CCCN(S(=O)(=O)c3cccc4cccnc34)C2)cc1 (stereo unspecified)	-4.8	-22.7
CC1(C)CC(CCNC(=O)c2ccc(-n3cnnn3)cc2)CC(C)(C)N1	-1.5	-5.4
CC(=O)c1cccc(NC(=O)NCc2ccccn2)c1	-0.2	20.2
CCCCNC(=O)CSc1nc2ccc(N3CCOCC3)cc2c(=O)n1CCc1ccccc1	-1.2	1.7
CCN(CC)c1ccc2c(C)c(-c3ccc(N)cc3)c(=O)oc2c1	2.0	5.7
Cc1nc2sc(C(c3ccco3)N3CCC4(CC3)OCCO4)c(O)n2n1 (stereo unspecified)	-0.8	13.9
COc1ccc2c(=O)c3c(=O)n(Cc4ccco4)c(C(C)C)nc3oc2c1	2.7	5.9
O=C(O)CCCCCNS(=O)(=O)c1c(Cl)cccc1Cl	-1.9	-6.7
COC(=O)c1c[nH]n2c(=O)cc(C)nc12	0.4	5.1
Cc1ccc(CN2C(=O)CCC2C(=O)NCCN2CCOCC2)cc1 (stereo unspecified)	0.2	5.7
CC(C)(C)c1cnnn1-c1ccc(NC(=O)c2ccc3c(c2)OCO3)cc1	2.0	3.2
O=C(CCSc1ccccc1)N1CCN(C(=O)c2ccco2)CC1	4.5	4.1
COc1ccccc1CNC(=O)C1CCN(S(=O)(=O)c2cccc3cccnc23)CC1	8.3	28.9
Oc1ccc(Br)cc1-c1nc2cnccn2c1NC1CCCC1	1.1	5.3
COCCN1C(=O)c2ccccc2C(C(=O)NCC2CCCO2)C1c1c[nH]c2ccccc12 (stereo unspecified)	-0.4	-0.7
O=S(=O)(c1cc(Cl)ccc1Br)N1CCOCC1	-0.6	3.8
CC1CCCC(NC(=O)Cn2cc3c(n2)CCCCC3)C1C (stereo unspecified)	-5.1	-6.5
CCCS(=O)(=O)N1CCC(C(=O)N2CCN(C(=O)OCC)CC2)CC1	1.3	20.3
Cc1nc2cc(CO)ccc2n1C	-1.0	3.7
CC(C)N1C(=O)c2ccccc2C1C(=O)NC1CCCCCC1 (stereo unspecified)	-6.0	-14.3
CN1CCc2c(sc3c2C(=O)NC(c2ccc(-c4cccc(Cl)c4)o2)N3)C1 (stereo unspecified)	-7.6	-28.4
CCOc1ccc(N(CC(=O)NCC2CCCO2)S(=O)(=O)c2ccc(OC)c(OC)c2)cc1 (stereo unspecified)	1.5	10.4
COc1ccc(-n2nnc3c(SCC(=O)NCc4ccco4)ncnc32)cc1	-0.9	-6.0
Cc1nc2ccccc2c(=O)n1CC(=O)N1CCOCC1	-0.7	1.2
COc1ccc(-n2c(SCC#N)nc3ccccc3c2=O)cc1	1.1	0.1
Nc1nc(CSCc2ccccc2)nc(N2CCOCC2)n1	-0.1	4.2
CCOc1ccc(N(CC(=O)NCc2cccc(OC)c2)S(=O)(=O)c2c(C)noc2C)cc1	-0.4	5.3
O=c1c2ccccc2nnn1CSc1nc2cc(Cl)ccc2c(=O)n1Cc1ccco1	0.6	-30.3
O=C(Cn1cc2c(n1)CCCC2)N1CCc2ccccc21	4.0	12.4
C=CCn1c(=O)c(C(=O)Nc2ccccc2C(=O)OCC)c(O)c2ccccc21	-0.4	1.6

Carrying on.
SMILES	QS inhibitor	QS inhibitor GFP MFI %
Cn1c(-n2c(-c3ccco3)nc3ccccc3c2=O)nc2ccccc21	0.4	-16.0
NC(=O)NC1CCCc2c1[nH]c1ccc(Cl)cc21 (stereo unspecified)	-0.1	3.4
COc1ccc(S(=O)(=O)N(CC(=O)N2CCN(c3ccccc3OC)CC2)c2ccccc2)cc1	0.6	10.9
CCN(CC)S(=O)(=O)c1ccc(F)cc1	-0.1	8.6
COc1ccc(CNC(=O)C2CCCN(S(=O)(=O)c3c(C)nn(C)c3C)C2)cc1 (stereo unspecified)	1.4	4.8
COc1ccccc1N1CCN(C(=O)CCNS(=O)(=O)c2ccc(Br)s2)CC1	0.7	5.6
C/C(=C\c1ccco1)C1C(C#N)=C(N)OC2=C1C(=O)CC(C)(C)C2 (stereo unspecified)	30.5	41.5
O=C(CCN1C(=O)C2C3C=CC(C3)C2C1=O)N1CCN(c2ccc(F)cc2)CC1 (stereo unspecified)	2.4	1.6
COc1ccc(N2CCN(CCCNS(=O)(=O)c3ccc4c(c3)oc(=O)n4C)CC2)cc1	-3.5	-36.6
Cc1ccc(CC2SC(=O)NC2=O)cc1Cl (stereo unspecified)	-1.6	-23.7
CCOCCCNC(=O)C(NC(=O)c1cnccn1)c1ccc(OC)cc1 (stereo unspecified)	-1.4	-7.4
O=C(CCc1nc(-c2ccccc2F)no1)NC1CCN(Cc2ccccc2)CC1	-6.9	-8.1
COC(=O)c1sc(NC(=O)COc2ccccc2OC)nc1C	0.0	-1.7
CCOC(=O)C1CCCN(C(=O)c2ccc(CNc3c(N4CCC(C)CC4)c(=O)c3=O)cc2)C1 (stereo unspecified)	-0.4	-8.4
CCOCCCNC(=O)C(NC(=O)c1ccc2c(c1)OCO2)c1ccc(OC)cc1 (stereo unspecified)	2.6	16.7
CCc1ccc(C2CC(c3ccccc3)Nc3nc(N)nn32)cc1 (stereo unspecified)	-3.1	-1.3
CCc1nc(N)nc(N)c1-c1ccc(Cl)cc1	-4.9	-9.8
COc1ccc(-c2nnc(SC(C)C(=O)Nc3nccs3)n2-c2ccccc2)cc1OC (stereo unspecified)	-2.7	-22.9
O=C(O)c1ccc(COc2c(F)c(F)c(F)c(F)c2F)o1	-2.0	-0.5
Cc1ccc(-c2nnc3c4ccccc4c(C)nn23)cc1S(=O)(=O)N1CCN(C)CC1	-0.1	0.3
O=C(CCSc1nc(-c2ccc3c(c2)OCO3)cc(C(F)(F)F)n1)NCc1ccco1	1.1	16.6
COc1ccc(OC)c(-c2nnc(SCC(=O)N3CCOCC3)o2)c1	-3.1	-29.4
COc1ccc(NC(=O)C2c3cc(OC)c(OC)cc3C(=O)N(C)C2c2cccnc2)cc1OC (stereo unspecified)	-3.4	-19.4
c1ccc(N2CCN(c3nc4ccccc4n4nnnc34)CC2)cc1	14.6	35.1
CCOC(=O)CNc1c(-c2ccc(F)cc2)nc2cnccn12	11.9	37.7
O=C(CN1CCN(C(=O)c2ccccc2F)CC1)Nc1ccc(Br)cc1	-0.2	8.2
CCNC(=O)CC1C(=O)N(c2ccc(OC)cc2)C(=O)N1Cc1ccc(OC)cc1 (stereo unspecified)	0.4	0.3
COc1ccc(C(=O)NCc2ccccc2OC)cc1	-0.1	-3.3
CNC(=O)CN1C(=O)C2C3C=CC(C3)C2C1=O (stereo unspecified)	-2.7	-2.9
CC1=C(/C=C/C(C)=C/C=C/C(C)=C/C(=O)O)C(C)(C)CCC1	9.4	46.2
CCOCCCNC(=O)C(c1ccc(C)cc1)N(Cc1ccc2c(c1)OCO2)C(=O)CNC(C)=O (stereo unspecified)	-0.2	-1.9
Cc1ccc(S(=O)(=O)Nc2nc3ccccc3nc2NCc2ccco2)cc1	4.3	17.9
COc1ccc(OCc2nc(N)nc(Nc3cccc(C)c3C)n2)cc1	-0.2	1.6
N#Cc1c(NC(=O)c2ccc(Br)o2)n(-c2ccccc2)c2nc3ccccc3nc12	0.0	15.6

Compounds shown so far that contain a COOH group:
SMILES	QS inhibitor	QS inhibitor GFP MFI %
Cc1nn(-c2ccc(C(=O)O)cc2)c(N)c1-c1ccccc1	1.0	-4.7
CC12CCCCC1c1ccccc1C(=NCC(=O)O)N2 (stereo unspecified)	-4.5	-13.8
O=C(O)CCCCCNS(=O)(=O)c1c(Cl)cccc1Cl	-1.9	-6.7
O=C(O)c1ccc(COc2c(F)c(F)c(F)c(F)c2F)o1	-2.0	-0.5
CC1=C(/C=C/C(C)=C/C=C/C(C)=C/C(=O)O)C(C)(C)CCC1	9.4	46.2

Bioassay records from PubChem BioAssay.

Only part of the results is shown. The share of hits here may be higher or lower than overall.
